procasp7 counter: counter-screen for procaspase-3 activators: activators of human procaspase-7. P55210. activation, % at 8.5 µM. recombinant procaspase-7, Ac-DEVD-pNA absorbance 405 nm; D23A/D198A/D206A triple mutant, cannot self-cleave; scale: DMSO 0, 5 µM enzyme 100. 0.093% of 330,000 active;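 active = percent activation above the screen-wide mean plus 3 SD, cut at about 25% in these data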
Target sequence (P55210 whole entry D23A/D198A/D206A): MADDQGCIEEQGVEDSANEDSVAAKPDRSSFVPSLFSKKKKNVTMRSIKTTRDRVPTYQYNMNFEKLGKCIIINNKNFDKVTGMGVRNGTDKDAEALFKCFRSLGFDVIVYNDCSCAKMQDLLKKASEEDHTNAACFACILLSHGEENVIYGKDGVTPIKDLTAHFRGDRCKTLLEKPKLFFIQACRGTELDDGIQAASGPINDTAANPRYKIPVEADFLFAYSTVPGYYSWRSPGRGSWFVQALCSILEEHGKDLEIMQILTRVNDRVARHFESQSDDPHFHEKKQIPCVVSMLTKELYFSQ
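buffer or medium = Zinc-free HEPES/NaCl buffer, pH 7.4 | material = Procaspase-7 triple mutant (PC-7 D3A) | input = 2 µM procaspase-7 mutant as dispensed | signal = Epi-absorbance of released pNA at 405 nm, two timepoints | timing = 1 h preincubation, 2 h reaction | replicates = singlicate compound testing | evaluation = % activation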
LAP4-GFP MLPCN: modulators of TOR pathway LAP4-GFP in S. cerevisiae; 0.34% of 320,000 active; GFP response vs DMSO, % at 10 µM; S. cerevisiae LAP4-GFP multiplex, flow cytometry GFP, 3 h; median GFP as percent of DMSO wells;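 active = GFP response vs DMSO above a set limit, about the screen mean plus 3 SD, cut at about 150% in these data; inconclusive = under 70 cell events counted for the yeast strain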
AHR act: human AHR activation; P35869; AHR-responsive luciferase reporter cells, luminescence; 2.5% of 320,000 active; activation, % at 5 µM; in the data active = activation above about 47%;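 note: 0% = vehicle wells and 100% = reference agonist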
MEP2-GFP yeast: alters MEP2-GFP fluorescence in TOR pathway yeast screen | S. cerevisiae MEP2-GFP strain, flow cytometry GFP, 3 h; 100% = DMSO control level | GFP response vs DMSO, % at 10 µM | 0.51% of 330,000 active | AID 2016;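 active = GFP response versus DMSO above a set limit, roughly screen mean plus 3 SD, cut at about 180% in these data; inconclusive = fewer than 70 cells counted for a yeast strain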;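 note: median GFP fluorescence of the barcode-gated MEP2-GFP cells per well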
RPL19A TOR yeast: yeast TOR pathway RPL19A-GFP modulation | S. cerevisiae RPL19A-GFP strain, flow cytometry, 3 h; stronger effect = lower value | percent response vs DMSO, % at 10 µM | 0.3% of 330,000 active | AID 2025;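 active = percent response vs DMSO below 50%; inconclusive = fewer than 70 events counted for the yeast strain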;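 note: median channel GFP fluorescence of the barcoded RPL19A-GFP strain; ratio of sample median GFP to plate DMSO average so 100% = DMSO; lower means less RPL19A-GFP as with rapamycin TOR inhibition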
proCasp3 act: activates human procaspase-3; P42574; recombinant procaspase-3 D3A, Ac-DEVD-pNA absorbance 405 nm; activation, % at 8.5 µM; 0.11% of 330,000 active;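 active = activation above the mean of all tested compounds plus 3 SD, cut at about 21% in these data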;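 note: 0% = DMSO alone and 100% = DMSO wells spiked with extra 5 µM PC-3 D3A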
Target sequence (P42574 whole entry D9A/D28A/D175A): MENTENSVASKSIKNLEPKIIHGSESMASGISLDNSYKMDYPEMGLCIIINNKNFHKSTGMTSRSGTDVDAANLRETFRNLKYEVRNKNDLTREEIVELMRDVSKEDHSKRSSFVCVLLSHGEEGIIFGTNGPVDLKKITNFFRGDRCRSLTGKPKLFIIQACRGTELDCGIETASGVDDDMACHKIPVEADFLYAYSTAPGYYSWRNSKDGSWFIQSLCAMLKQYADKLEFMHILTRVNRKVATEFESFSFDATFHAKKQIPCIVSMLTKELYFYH
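material = Procaspase-3 D3A mutant | probe or stimulus = Ac-DEVD-pNA | compound = single dose, 8.5 µM nominal compound, 0.8% DMSO | timing = 1 h preincubation, 2 h reaction | measured by = 405 nm absorbance of p-nitroaniline, reads at 0 and 120 min | benchmarks = DMSO-only low control, 5 µM PC-3 D3A high control | repeats = singlicate, each compound tested once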
CR mimetic SO: lowers age-related superoxide in aged yeast cells | 0.18% of 330,000 active | AID 2690 | S. cerevisiae aged cells, superoxide DHE fluorescence; stronger effect = lower value | superoxide response (% of plate mean), % at 10 µM;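 active = superoxide response under a set limit, about three screen SD below normal, cut at about 65% in these data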;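 note: yeast aged for seven days with compound at 30 °C before DHE staining; 100% = average MFI of all compound-treated wells on the plate with controls excluded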
JMJD2C inh: inhibitors of human GASC-1 (JMJD2C) demethylase | Q9H3R0 | GST-JMJD2C(1-420) H3K9me3 demethylation, DELFIA europium | inhibition, % at 2.35 µM | AID 2099 | 0.069% of 330,000 active;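 active = more than half of a compound's replicate wells show inhibition beyond 50%, single wells judged on their own value; inconclusive = some, but no more than half, of replicates pass 50% inhibition; inactive = no replicate passes 50% inhibition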;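 note: signal counts dimethyl H3K9 product captured on neutravidin plate; 0% = median of DMSO wells and 100% = 0.3 times that DMSO median; strong numbers were not always called active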
Target sequence (Q9H3R0 1-420 limits assumed): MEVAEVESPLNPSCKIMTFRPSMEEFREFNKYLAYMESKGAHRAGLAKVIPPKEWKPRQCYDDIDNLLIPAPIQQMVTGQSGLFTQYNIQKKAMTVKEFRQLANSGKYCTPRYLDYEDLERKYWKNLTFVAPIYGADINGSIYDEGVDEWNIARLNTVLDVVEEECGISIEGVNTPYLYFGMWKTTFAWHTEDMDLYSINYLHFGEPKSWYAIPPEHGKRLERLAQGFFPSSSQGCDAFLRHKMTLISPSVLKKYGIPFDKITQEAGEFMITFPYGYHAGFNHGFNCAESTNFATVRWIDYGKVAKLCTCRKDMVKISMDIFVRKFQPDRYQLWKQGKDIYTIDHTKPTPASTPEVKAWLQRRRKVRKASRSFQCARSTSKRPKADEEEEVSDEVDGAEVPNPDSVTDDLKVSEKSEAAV
Numbers without * were called inactive; ? = inconclusive; · = no result given; [ ] = dose if it differs, or a comment.

Screens in order: procasp7 counter	LAP4-GFP MLPCN	AHR act	MEP2-GFP yeast	RPL19A TOR yeast	proCasp3 act	CR mimetic SO	JMJD2C inh
Cc1ccc(S(=O)(=O)c2c(C)nn(C(C)(C)C)c2OC(=O)c2cccs2)cc1
    -6.6	97.0	-0.8	101.5	101.4	4.3	91.3	12.5
O=C(N/N=C/C=C/c1ccco1)c1ccccc1Cl
    -0.1	136.6	4.3	109.7	105.1	-8.2	98.4	5.1
CC(C)(NC(=O)N1CCCC1)c1cccc(C(C)(C)NC(=O)N2CCCC2)c1
    12.7	96.7	1.8	105.2	101.4	-2.0	108.8	-3.5
O=C(CCl)Nc1cccc(S(=O)(=O)NC2=NCCCCC2)c1
    6.5	103.9	-0.4	103.1	108.9	-9.9	95.0	10.9
CCOC(=O)Cn1nc(C)c(-c2ccccc2)c1N
    5.9	88.8	-0.1	101.3	101.6	-0.2	103.3	1.7
Cc1cccc(C)c1NC(=S)N(Cc1ccccc1)Cc1cccs1
    9.0	102.1	-0.8	106.9	98.8	-4.4	99.9	-24.6
O=C(Oc1ccccc1F)C1CCN(C(=O)c2ccc(F)cc2)CC1
    -6.9	95.3	-0.8	90.6	87.8	0.5	91.8	-2.3
CC(C)CCn1c(SCCN2CCOCC2)nc2c1c(=O)[nH]c(=O)n2C
    -10.0	97.9[may fluoresce violet]	-0.4	?	81.9[may fluoresce violet]	0.0	96.5	-0.7
COC(=O)c1c(NC(=O)C2Cc3ccccc3C(=O)O2)sc2c1CCCC2 (centres undefined)
    0.8	95.8	-0.7	107.3	106.0	7.7	118.5	6.4
Cc1ccc(C)c(N2CCN(C(=S)Nc3ccc4nc(N5CCN(C)CC5)cc(C)c4c3)CC2)c1
    -17.7	111.8	8.1	99.2	97.0	-11.5	98.2	4.4
COc1cc(C2=Nc3c(c(C)nn3-c3ccccc3)P(=O)(N3CCOCC3)O2)cc(OC)c1OC (centres undefined)
    -2.9	93.7	4.3	105.3	99.6	-2.7	94.6	0.3
CCOc1cc(CO)cc(Br)c1OCC(N)=O
    3.0	100.5	0.5	101.2	106.7	2.5	89.3	1.2
O=C(CC1C(=O)NCCN1Cc1c(F)cccc1Cl)NCCCOc1cccnc1 (centres undefined)
    11.3	98.7	3.3	94.0	100.6	5.7	81.9	-1.1
CCOC(=O)N1CCc2c(sc(NC(=O)C3=COCCO3)c2C(N)=O)C1
    -4.8	114.8	0.3	98.8	97.1	-2.8	102.7	-2.6
COc1cccc(C(c2nnnn2Cc2ccco2)N2CCN(Cc3ccccc3)CC2)c1OC (centres undefined)
    0.3	103.0	-0.2	97.3	96.2	-5.5	90.9	-15.3
CCOC(=O)c1sc(NC(=O)c2ccc(=O)[nH]c2)nc1C
    -0.3	80.9	9.4	101.3	95.7	-19.6	115.3	-1.0
Cc1cc(C)n(C2CC(=O)N(c3ccccc3)C2=O)n1 (centres undefined)
    -10.5	91.9	0.7	97.9	97.3	1.3	80.6	-17.7
O=[N+]([O-])c1ccccc1N/N=C/c1c[nH]c2ccccc12
    -5.1	101.6	73.4*	107.8	97.9	7.7	98.0	-1.4
Cc1ccc(/C=N/n2c(C)cc(C)c(C#N)c2=O)cc1
    -0.7	105.3	-2.5	120.5	89.6	-0.4	98.9	4.7
CC(NC(=O)c1c(F)cccc1Cl)c1ccc(-n2ccnc2)cc1 (centres undefined)
    13.6	92.1	127.2*	96.2	97.6	0.4	106.8	-29.0
COc1ncnc2c1sc1nc(-c3ccccc3)c3c(c12)CCCC3
    6.3	102.5	-0.1	98.1	96.0	-5.5	105.9	-7.5
COc1ccc2sc(-c3ccc(SC)cc3)c(/C=C/c3ccc(OC)c(OC)c3)c2c1
    5.1	·	49.5*	·	·	-12.0	98.5	-40.5
O=C(CSCc1cccc(CSCC(=O)Nc2ccccc2)n1)Nc1ccccc1
    9.9	101.2	0.7	107.5	98.9	-4.4	100.6	9.6
O=C(NCN1C(=O)C2C3C=CC(C3)C2C1=O)Nc1cccnc1 (centres undefined)
    10.7	89.2	1.3	92.4	90.0	7.0	87.8	14.4
CC(CNC(=O)c1ccc(N)cc1)NC(=O)c1ccc(N)cc1 (centres undefined)
    2.3	101.7	1.2	100.9	103.8	-3.6	109.8	-16.2
Nc1ccc(S(=O)(=O)NC(Cc2ccccc2)C(=O)O)cc1 (centres undefined)
    -4.2	100.0	0.3	110.4	111.1	-3.5	88.9	-4.8
CC(C)n1nnnc1SCC(=O)N(C)C1CCS(=O)(=O)C1 (centres undefined)
    0.4	87.6	0.1	91.4	99.2	-1.4	83.0	-0.4
COc1ccccc1OCC(=O)Nc1ccncc1
    2.8	92.6	3.7	108.1	101.1	2.8	96.1	4.4
Nc1ccc(C(=O)N/N=C\C=C\c2cccc([N+](=O)[O-])c2)cc1
    7.4	107.5	-2.6	109.2	96.4	-0.9	92.6	8.7
Cc1ccc(NS(=O)(=O)c2cccc(C(=O)NC3CC3)c2)c(C)c1
    2.9	97.5	-0.3	90.6	90.6	-1.2	102.7	2.2
CCc1ccc(S(=O)(=O)NCCc2csc(-c3ccccc3)n2)s1
    9.7	92.9	-1.0	108.5	98.8	1.6	133.1	4.0
Cc1ccc(NC(=O)C2(C)Cc3ccccc3C(=O)O2)cc1 (centres undefined)
    -4.3	101.0	-9.5	89.5	98.4	3.9	85.8	23.2
C=CCn1c(SCC(=O)O)nnc1-c1ccc(C(C)(C)C)cc1
    -1.3	96.2	5.6	99.0	100.3	4.7	92.4	-1.8
O=C(N/N=C/c1c(-c2ccccc2)[nH]c2ccccc12)c1cccnc1
    6.2	109.1	73.5*	90.5	90.3	2.6	86.3	-2.2
Cc1cccc(C(=O)NN2C(=O)C3C(c4ccccc4)C=CC(c4ccccc4)C3C2=O)c1 (centres undefined)
    -3.8	97.1	-0.6	99.5	102.5	-7.4	112.4	-5.1
COc1ccc(S(=O)(=O)Nc2cc(C)nn2-c2ccccc2)cc1
    -2.8	98.7	4.4	107.5	101.3	-6.8	102.2	-0.2
Cc1ccc(OCC(=O)Nc2ccc3oc(=O)ccc3c2)cc1C
    12.2	101.3	0.3	107.4	105.5	7.8	105.8	1.3
Cc1ccc(NC(=S)N2CCC(c3nc4ccccc4s3)CC2)cc1
    8.2	113.0	-1.5	96.7	94.6	5.2	86.9	-2.0
CCOc1ccccc1CN1CCN(C2CCSCC2)CC1CCO (centres undefined)
    -1.3	96.8	13.4	99.3	99.4	-3.9	95.3	15.5
CC(=O)NC(CC(=O)N(C)Cc1c(F)cccc1Cl)c1ccccc1 (centres undefined)
    2.3	103.3	2.3	110.7	106.3	9.4	106.2	11.5
O=C(NCCCN1CCCC1=O)c1cc2nc(-c3ccco3)cc(C(F)(F)F)n2n1
    -1.2	91.6	-2.6	104.1	100.7	2.5	96.6	-6.5
C[C@]12CCC(=O)C=C1CC[C@@H]1[C@@H]2CC[C@@]2(C)[C@H]1CC[C@@]21CCC(=O)O1
    -0.3	88.6	1.0	97.6	102.0	2.4	96.5	-1.0
COCc1cc(CN2CCN(CCCc3ccccc3)C(CCO)C2)ccc1OC (centres undefined)
    -2.4	83.2	-1.2	98.9	100.2	0.8	105.0	9.0
COc1ccc(O)c(CN2CCCC(N3CCN(c4ccc(F)cc4)CC3)C2)c1 (centres undefined)
    11.1	97.0	4.0	93.9	98.2	-4.6	110.3	-1.0
O=C(c1cc(Cl)nc2ccccc12)N1CCN(S(=O)(=O)c2cccc(F)c2)CC1
    4.3	104.0	6.6	97.2	92.8	11.6	113.6	3.2
CC(C)Cc1cc(C(=O)NCCCN2CCOCC2)no1
    4.2	103.9	-2.9	103.3	98.5	6.8	98.0	-6.0
S=C(NCc1ccco1)Nc1ccc(Br)cn1
    -1.8	78.0	81.2*	98.6	102.0	-8.4	108.7	-13.1
CCN(CC)S(=O)(=O)c1ccc(C(=O)N(c2ccc(C)cc2)C2C=CS(=O)(=O)C2)cc1 (centres undefined)
    4.3	62.3[may fluoresce violet]	-1.6	160.3[may fluoresce violet]	40.9*[may fluoresce violet]	3.7	98.0	6.1
CN(C)c1ccc(/C=N/Nc2nc3ccccc3o2)cc1
    -2.5	96.3	1.7	84.8	100.3	-8.7	117.3	43.3
Cc1cccc(NC(=O)CNC(=O)COc2ccc(C(=O)c3ccc(F)cc3)cc2)c1C
    -3.0	96.8	1.2	100.4	102.4	-1.2	98.1	-6.3

Additional records.
Screens in order: procasp7 counter	LAP4-GFP MLPCN	AHR act	MEP2-GFP yeast	RPL19A TOR yeast	proCasp3 act	CR mimetic SO	JMJD2C inh
Cc1cc(=O)n2[nH]c(Nc3cccc(Cl)c3)nc2n1
    0.3	99.5	21.5	107.5	102.2	-3.5	91.1	5.3
COc1ccc(CCC(=O)NNC(=O)Nc2ccccc2Cl)cc1
    ·	79.2	·	109.8	119.9	·	101.9	9.0
O=C(N/C(=C/c1cn(-c2ccccc2)nc1-c1ccccc1)C(=O)N1CCOCC1)c1ccc(Cl)cc1Cl
    2.2	108.1	11.3	94.2	99.2	1.4	101.0	-3.2
CC(C)CC(NC(=O)C(NC(=O)C(Cc1ccc(OCc2ccccc2)cc1)NC(=O)OC(C)(C)C)C(C)C)C(N)=O (centres undefined)
    9.4	100.7	-0.5	123.5	101.1	-2.3	96.1	7.2
COc1cc(NC(=O)NNC(=O)c2cc3occc3n2C)cc(OC)c1OC
    -6.8	101.4	0.8	94.6	92.7	-2.6	88.6	7.6
CSc1ccc(/C=C(\NC(=O)c2ccc(C)cc2)C(=O)Nc2cccc(C)c2)cc1
    9.7	105.3	-1.2	99.9	101.6	9.2	107.4	-15.8
O=C(OC1CCc2ccccc2C1=O)c1ccccc1O (centres undefined)
    -12.3	95.4	4.2	96.5	89.1	8.3	87.8	0.8
O=C(c1ccc(F)c(S(=O)(=O)N2CCOCC2)c1)N(CCc1ccccc1)Cc1ccccc1
    -0.7	101.8	2.6	103.0	97.8	-4.4	103.1	-32.9
CC(=O)Nc1nc2ccc(C(=O)NCCOC(=O)C3CCCCC3)cc2s1
    10.8	91.6	1.3	109.5	101.6	9.3	105.7	-11.4
CS(=O)(=O)c1ccc(NCCc2ccc(S(N)(=O)=O)cc2)c([N+](=O)[O-])c1
    1.6	95.9	-5.6	99.0	100.8	1.4	98.0	-4.6
CCc1ccc(/C=C2/C(=O)N(c3ccccc3)C(=S)N2CC(=O)OC)s1
    -16.4	96.7	1.1	109.7	107.7	-8.2	97.5	-49.9

At a glance, part of the list above.
Screens in order: procasp7 counter	LAP4-GFP MLPCN	AHR act	MEP2-GFP yeast	RPL19A TOR yeast	proCasp3 act	CR mimetic SO	JMJD2C inh
CC(C)CC(NC(=O)C(NC(=O)C(Cc1ccc(OCc2ccccc2)cc1)NC(=O)OC(C)(C)C)C(C)C)C(N)=O (centres undefined)
    9.4	100.7	-0.5	123.5	101.1	-2.3	96.1	7.2
COc1cc(NC(=O)NNC(=O)c2cc3occc3n2C)cc(OC)c1OC
    -6.8	101.4	0.8	94.6	92.7	-2.6	88.6	7.6

From PubChem BioAssay
